# Assay outcomes: PubChem, National Center for Advancing Translational Sciences (NCATS)
# GLS inhibitor – blocks human kidney-isoform glutaminase activity; 0.21% of 410,000 active; Potency, µM (highest dose often 45.5 µM), inactives show at the top dose activity change, negative = inhibition, actives largely listed as inhibitors; GLS enzymatic activity, qHTS titration; O94925; AID 624170; also: % is scaled to controls: 0 for no effect and ±100 for the full control effect
#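 Human kidney-isoform GLS in 45 mM KH2PO4 pH 8.2, 0.02% Tween-20, with compound, started with 1mM L-Glutamine (added stock). Glutamate oxidase/HRP/Amplex red coupled fluorescence read at start and after 30 min at RT.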
# Pol iota inh – inhibitors of human DNA polymerase iota | Q9UNA4 | Pol iota fluorescent replication assay, 10 min | Potency, µM (highest dose often 115 µM), without a hit: at the top dose activity, negative = inhibition, hits mostly inhibitors | 1% of 390,000 active | AID 588590
#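 Fluorescent replication assay read twice, at 0 min and 10 min after adding 50 nM (final) substrate. Enzyme (10 nM) and compounds were first incubated 15 min at room temperature; enzyme-free buffer wells were negative controls.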
# BAZ2B block – inhibitors of human BAZ2B bromodomain | Q9UIF8 | AlphaScreen BAZ2B-H3K14Ac peptide displacement | Potency, µM (titrated, usually from 114 µM), for inactives: at the highest dose activity change, negative = inhibition, most hits filed as inhibitors | 4.4% of 360,000 active; also: % is scaled to controls: 0 for no effect and ±100 for the full control effect; nearly all actives have a fitted effect of over 60% in size
#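 Multi-concentration screen (max 110 uM) measuring displacement of acetylated histone H3 peptide from BAZ2B by AlphaScreen, using 50 nM protein, 50 nM peptide and 10 ug/mL streptavidin donor plus Ni-chelate acceptor beads.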
# PGK inhibitor – inhibitors of T. brucei phosphoglycerate kinase. Potency, µM (series often up to 57.5 µM), for inactives: at the top dose activity change, negative = inhibition, actives largely listed as inhibitors. PGK/GAPDH coupled, Kinase-Glo luminescence, 60 min. 0.043% of 380,000 active; also: % is scaled to controls: 0 for no effect and ±100 for the full control effect; nearly all actives have a fitted effect of over 60% in size
# Target sequence (P07378 whole entry, looked up): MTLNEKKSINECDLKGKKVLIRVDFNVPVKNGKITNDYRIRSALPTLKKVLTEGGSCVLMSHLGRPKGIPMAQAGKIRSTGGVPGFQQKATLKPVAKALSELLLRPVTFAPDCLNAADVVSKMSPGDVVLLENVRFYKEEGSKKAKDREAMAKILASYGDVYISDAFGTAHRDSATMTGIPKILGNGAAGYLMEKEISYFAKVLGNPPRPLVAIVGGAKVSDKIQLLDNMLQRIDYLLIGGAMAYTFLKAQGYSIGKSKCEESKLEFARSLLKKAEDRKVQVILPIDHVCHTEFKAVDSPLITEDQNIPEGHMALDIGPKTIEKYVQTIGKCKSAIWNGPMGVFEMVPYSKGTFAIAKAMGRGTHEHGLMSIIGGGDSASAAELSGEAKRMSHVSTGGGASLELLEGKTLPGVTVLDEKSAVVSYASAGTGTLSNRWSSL
#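 Luminescent ATP detection (Kinase-Glo Plus) follows a 60-minute room-temperature incubation, with wells lacking PGK as controls. Buffer: 100 mM TEA (pH 7.6), 5 mM MgCl2, 0.01% Tween-20. Coupling enzyme GAPDH (100 nM final) supplies unstable 1,3-BPG in-well.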
# JMJD2A Tudor – blocks the human JMJD2A Tudor domain | O75164 | AlphaScreen JMJD2A-Tudor / H3K4me3 peptide binding | Potency, µM (doses to about 114 µM), without a hit: at the top dose activity change, negative = inhibition, actives largely listed as inhibitors | 4.4% of 390,000 active | AID 504339; also: % is scaled to controls: 0 for no effect and ±100 for the full control effect; nearly all actives have a fitted effect of over 50% in size
# HP1b binding inh – inhibitors of HP1-beta chromodomain binding to methylated histone tails; Potency, µM (doses to about 114 µM), without a hit: top-dose activity change, negative = inhibition, hits mostly inhibitors; P83916; 0.56% of 390,000 active; AID 540317; AlphaScreen HP1-beta / biotin-H3K9me3 peptide binding; also: nearly all actives have a fitted effect of over 70% in size; inactives centre near 23
# Target sequence (P83916 whole entry, looked up): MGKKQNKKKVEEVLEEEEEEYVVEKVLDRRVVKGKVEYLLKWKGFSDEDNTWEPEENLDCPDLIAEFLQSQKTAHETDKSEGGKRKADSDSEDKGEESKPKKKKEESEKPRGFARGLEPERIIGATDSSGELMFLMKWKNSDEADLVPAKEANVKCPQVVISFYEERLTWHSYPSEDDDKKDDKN
#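 Compound inhibition of the preformed complex between 50 nM HP1-beta and 50 nM biotinylated H3K9me3 peptide was read by AlphaScreen. Buffer was PBS pH 7.4 with 0.01% Tween-20. Incubations ran 30 min at room temperature, with 10 ug/mL donor/acceptor beads.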
# G9a inh – inhibitors of human histone lysine methyltransferase G9a; G9a H3K9 monomethylation, AlphaScreen, 2 h; 8.8% of 350,000 active; Q96KQ7; Potency, µM (highest dose often 102 µM), for inactives: at the top dose activity, negative = inhibition, most hits filed as inhibitors; AID 504332; also: % is scaled to controls: 0 for no effect and ±100 for the full control effect; nearly all actives have a fitted effect of over 75% in size
# Target sequence (Q96KQ7 913-1193 limits assumed): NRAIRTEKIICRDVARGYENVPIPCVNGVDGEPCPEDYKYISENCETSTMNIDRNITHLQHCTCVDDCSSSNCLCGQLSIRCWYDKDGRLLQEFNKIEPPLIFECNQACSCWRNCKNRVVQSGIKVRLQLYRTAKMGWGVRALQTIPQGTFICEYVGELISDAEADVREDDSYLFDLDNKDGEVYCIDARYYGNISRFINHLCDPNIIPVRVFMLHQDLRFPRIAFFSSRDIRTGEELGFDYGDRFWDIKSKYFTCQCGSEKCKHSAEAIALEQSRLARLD
#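 Signal arises when biotinylated H3K9 peptide, once monomethylated, bridges streptavidin donor and antibody-captured acceptor beads. Enzyme at 20 nM was preincubated 15 min with test compounds; peptide 500 nM and SAM 20 uM then reacted for 2 h.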
# BLM helicase inh – Bloom syndrome helicase (human) inhibition | recombinant BLM DNA unwinding, fluorescence dequenching | Potency, µM (titrated, usually from 56.1 µM), inactives show at the highest dose activity change, negative = inhibition, actives largely listed as inhibitors | 0.2% of 350,000 active | AID 2528;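 also: plate controls were vehicle for no effect and no enzyme for full effect; nearly all actives have a fitted effect of over 35% in size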
# Pin1 inh – blocks the human prolyl isomerase Pin1. Pin1 FP peptide displacement, HiFluor488, 10 min. 0.009% of 390,000 active. AID 504891. Q13526. Potency, µM (highest dose often 115 µM), inactives show top-dose activity, negative = inhibition, usual class: inhibitors; active = well fitted inhibition curve with a large enough effect in the polarisation, with a control signal flat, not every such curve was filed as active; inconclusive = small, poorly fitted or top-dose-only effect, or effect the other way, or a change in a side signal; inactive = no such curve, though single readings can be large or run the other way; the % refers to the polarisation; also: % is scaled to controls: 0 for no effect and ±100 for the full control effect
# Active calls of the source: *; i = inactive; ? = inconclusive; · = not tested or not shown; & = joins results of further samples; [ ] = dose if it differs, or a comment. Unless noted, calls follow the shape of the dose curve; as a rule, active = well fitted curve in the direction sought with a large enough effect; inconclusive = small, poorly fitted or top-dose-only effect, or another doubt; inactive = no such curve, though single readings can be large; an effect the other way counts as inactive or inconclusive. Potency is read from the fitted curve at half-maximal effect. A portion of the library, so the mix of outcomes need not match the whole.
Compound	GLS inhibitor	Pol iota inh	BAZ2B block	PGK inhibitor	JMJD2A Tudor	HP1b binding inh	G9a inh	BLM helicase inh	Pin1 inh
CN1CCC(N(C)C(=O)COc2ccccc2Cl)CC1	0%	19%	11%	4%	-14%	7%	?	·	-1%
C#Cc1ccc([C@H]2C=C(C(=O)N3CCN(Cc4ccccc4)CC3)O[C@@H](OCc3ccc(CO)cc3)C2)cc1	-2%	-17%	?	0%	-29%	18%	?	-8%	29%
Cc1ccc(-n2nc3c(c2NC(=O)c2cc4ccccc4o2)CS(=O)(=O)C3)cc1	19%	0%	-4%	4%	-20%	10%	37%	-3%	2%
O=C(CSc1nc2ccccc2s1)NCCCN1CCOCC1	-2%	28%	8%	-10%	-6%	3%	19%[59 µM]	2%	5%
CC(=O)N1CCCc2cc(S(=O)(=O)N3CCN(c4cccc(C(F)(F)F)c4)CC3)ccc21	1%	19%	-9%	-7%	-17%	31%[57 µM]	-15%[59 µM]	-7%	1%
CC(=O)c1cccc(S(=O)(=O)Nc2ccc(N3CCOCC3)cc2)c1	53%[activator]	?	-24%	-7%	-21%	-37%	50µM*	-8%	-1%
O=C(NCc1cccc(Br)c1)C1CC(c2ccc(C(F)(F)F)cc2)=NO1 (centres undefined)	-11%	-9%	·	-2%	-1%	16%	·	·	1%
CC1(c2ccc(OC(F)F)cc2)NC(=O)N(CC(=O)Nc2ccc3c(c2)OCO3)C1=O (centres undefined)	2%	15%	-2%	i	-24%	16%	4%[12.7 µM]	-2%	-9%
CCCN(Cc1cc2ccc(C)cc2[nH]c1=O)S(=O)(=O)c1ccccc1	-1%	8%	?	2%	-19%	28%	-4%	-5%	0%
COc1cc2c(cc1NC(=O)C(C)N1CCN(S(=O)(=O)c3ccccc3[N+](=O)[O-])CC1)oc1ccccc12 (centres undefined)	5%	15%	52%[activator]	1%	-11%	26%	?	6%	0%
O=S(=O)(c1cc(O)ccc1O)c1cccc2c(S(=O)(=O)c3cc(O)ccc3O)cccc12	8%	7.9µM*	11µM*	?	18µM*	16µM*	20%[2.33 µM]	·	?
Cc1cc2oc(C(=O)Nc3ccc(S(=O)(=O)Nc4ncccn4)cc3)cc(=O)c2cc1Cl	0%	9%	-7%[57.1 µM]	-3%	-18%	60%[activator]	18%	-3%	2%
Cc1cccc(Cn2cc(C(=O)Nc3cc(F)ccc3F)ccc2=O)c1	-4%	18%	2%	-5%	9%	29%[57 µM]	1%[59 µM]	-3%	-3%
O=C(CSc1nnc(Cc2ccccc2)o1)c1ccccc1	-11%	-4%	3%	-4%	10%	54%[activator]	37%	-7%	10%
Cn1cc(/C=C/c2cc[n+](C)cc2)c2cc(F)ccc21	-17%	45%[activator]	-4%	0%	-15%	2%	-33%[2.33 µM]	85%[activator]	?
OCCN1CCN(C(=S)c2ccc(Cl)cc2)CC1	7%	2%	6%	4%	-26%	?	?	-2%	3%
Cc1nc2cc(NS(=O)(=O)c3ccc(Br)cc3)ccc2n1C	-11%	51%[activator]	12%	i	-1%	36%	24%[0.501 µM]	-1%	1%
COc1ccc(C)cc1NC(=O)COC(=O)C1COc2ccccc2O1 (centres undefined)	1%	-1%	·	0%	-16%	35%[activator]	·	·	0%
O=C(Nc1ccncc1)C1COc2ccccc2O1 (centres undefined)	0%	?	4%	-6%	-17%	17%	13%[59 µM]	-1%	0%
Cc1ccc(C(=O)NCc2ccccn2)cc1S(=O)(=O)N1CCCCC1	4%	5%	-3%	i	-19%	37%[activator]	47%[activator]	-1%	2%
CC(C)Sc1ncc(Cl)c(C(=O)N(Cc2ccc(F)cc2)C2CCS(=O)(=O)C2)n1 (centres undefined)	2%	13%	-11%	-4%	-7%	48%[activator]	2%[59 µM]	0%	0%
CCc1ccc(NC(=O)C2CCCN(S(=O)(=O)c3c(C)[nH]c(=O)[nH]c3=O)C2)cc1 (centres undefined)	-7%&2%	9%&2%	1%&-3%	-4%	-3%&-10%	16%&25%	26%	-2%&1%	1%&4%
CCC(C)NC(=O)c1cc2c(=O)n(CC)c3ccccc3c2s1 (centres undefined)	-13%	168%[activator]	-6%	-18%	2%	34%	16%	-2%	5%
Cc1ccc2oc(C(=O)Nc3nc(-c4ccc(F)cc4)ns3)c(C)c2c1	-1%	12%	-7%	-6%	-12%	31%	-3%[59 µM]	-2%	4%
CCc1ccccc1NC(=O)CNC(=O)c1ccccc1OCc1c(C)noc1C	9%	2%	7%	-2%	-16%	14%	-34%	·	-1%
CCN(CC)CCN(C)C1CCC(c2ccccc2)CC1 (centres undefined)	8%	8%	56µM*	-1%	6.3µM*	?	8.9µM*	-5%	-15%
CCC1CCCCN1S(=O)(=O)c1ccc(NC(=O)c2nc(SC)ncc2Cl)cc1 (centres undefined)	4%	7%	-18%	-5%	-17%	24%	4%[59 µM]	-8%	-3%
COc1cccc(C(=O)NCCC2=CCCCC2)c1OC	-4%	?	-4%	-7%	12%	74%	2%[12.7 µM]	-2%	-3%
CC(C)(C)c1ccc(/C=C/C(=O)c2ccc(NC3=NCCCS3)cc2)cc1	3%	?	?	-9%	?	-16%	40µM*	-9%	26%
Cc1ccccc1COc1cccc(/C=N/NC(=O)c2nnn(-c3nonc3N)c2C)c1	-18%	-5%	-4%	-6%	-29%	16%	·	-4%	-2%
Cc1cc(C(=O)CN2C(=O)c3cccc(N)c3C2=O)c(C)n1Cc1cccs1	?	-2%	4%	-10%	?	11%	16%[59 µM]	-7%	27%
CCSc1nnc(N2C(=O)C(O)=C(C(=O)c3ccco3)C2c2cccc(OC)c2)s1 (centres undefined)	6%	4%	?	-8%	89µM*	24%	35µM*	-1%	?
Cn1c(=O)c2c(nc3n2CC(O)CN3c2ccccc2)n(C)c1=O (centres undefined)	5%	13%[58.9 µM]	·	3%	-5%	6%	·	·	3%
Cc1ccc2nc3c(c(C(=O)OCC(=O)N(C)C4CCS(=O)(=O)C4)c2c1)CCCC3 (centres undefined)	-13%	91%[activator]	-11%	-15%	7%	19%	-23%	-2%	1%
COc1ccc(NC(=O)N(C)C[C@@H]2Oc3ccc(NC(=O)NC(C)C)cc3CC(=O)N([C@H](C)CO)C[C@@H]2C)cc1	-7%	48%[activator]	·	0%	-7%	47%[activator]	·	·	-1%
CC(C(=O)NCC1CCCCC1)N(C)CC(=O)Nc1ccc(N2CCOCC2)cc1 (centres undefined)	-1%	189%[activator]	-26%	1%	-4%	18%	8%[59 µM]	1%	0%
Cn1cnnc1SCc1ccc(F)c2ccccc12	7%	11%	6%	24%	-9%	21%	20%[59 µM]	-1%	3%
COc1ccc(-c2noc3c2-c2nc(-c4c(F)cccc4F)sc2CC3)cc1	9%	-16%	-23%	-9%	-17%	15%	32µM*	2%	-1%
Fc1ccc(-c2csc(N3CCC(c4ccccc4)C3)n2)cc1 (centres undefined)	0%	-1%	58%[activator]	-7%	35%	70%[activator]	4%[12.7 µM]	-9%	7%
C(=N\Nc1nc(N2CCCCCC2)nc(N2CCCCCC2)n1)/c1ccccc1	-4%	19%	?	-1%	-27%	12%	4%	-14%	10%
COc1ccccc1NC(=S)N1CCN(c2cccc(C)c2C)CC1	7%	3%	?	-4%	-30%	25%	·	-3%	1%
CC(=O)c1c(C)oc2ccc(N(C(C)=O)S(=O)(=O)c3ccc(F)cc3C)cc12	4%	27%	-9%	-5%	-10%	5%	18%	-6%	-8%
CC(C)N1CCc2c(sc(NC(=O)c3ccc(S(=O)(=O)N4CCCCC4C)cc3)c2C(N)=O)C1 (centres undefined)	14%	12%	50µM*	7%	-20%	11%	-19%	-10%	?
CCOc1cc(N2CCOCC2)c(OCC)cc1NC(=O)c1ccc(OCc2c(C)noc2C)c(OC)c1	-10%	114%[activator]	-34%	-5%	-16%	17%	-6%[59 µM]	4%	11%
Cc1csc(NC(=O)CCSCCc2ccccn2)n1	-4%	2%	10%	-4%	-8%	64%[activator]	-4%	-5%	-6%
CC(C)(C)OC(=O)NC(Cc1ccccc1)C(=O)NCCCC(=O)O (centres undefined)	1%	24%	-11%	-7%	3%	23%	-10%	2%	-4%
CCOc1ccccc1NC(=S)NCC1CCCO1 (centres undefined)	19%	46%[activator]	6%	-7%	-22%	-9%	?	1%	0%
COc1ccc(S(=O)(=O)N2CCC(C(=O)Nc3cc(C(F)(F)F)ccc3Cl)CC2)cc1	4%	11%	3%	8%	-4%	27%	-47%[59 µM]	-14%	7%
COC(=O)NC(NC(=S)Nc1ccc([N+](=O)[O-])cc1)C(Cl)(Cl)Cl (centres undefined)	-4%	-25%	-13%	-9%	?	-10%	10µM*	7%	-1%
Cc1cc(C)c(S(=O)(=O)NCCc2ccccc2)c(C)c1	2%	-8%	6%	-1%	17%	79%[activator]	0%[12.7 µM]	-11%	7%
N#CCCN1CCN(S(=O)(=O)c2ccc(S(=O)(=O)N3CCCCCC3)cc2)CC1	2%	-8%	8%	-6%	0%	39%	-13%[59 µM]	-1%	-1%
CCOC(=O)C(CC)n1cnc2c(nnn2-c2ccc(F)cc2)c1=O (centres undefined)	-1%	12%	-3%	-4%	-15%	32%	7%	-2%	2%

# Structures from the list above containing bromine (two):
Compound	GLS inhibitor	Pol iota inh	BAZ2B block	PGK inhibitor	JMJD2A Tudor	HP1b binding inh	G9a inh	BLM helicase inh	Pin1 inh
O=C(NCc1cccc(Br)c1)C1CC(c2ccc(C(F)(F)F)cc2)=NO1 (centres undefined)	-11%	-9%	·	-2%	-1%	16%	·	·	1%
Cc1nc2cc(NS(=O)(=O)c3ccc(Br)cc3)ccc2n1C	-11%	51%[activator]	12%	i	-1%	36%	24%[0.501 µM]	-1%	1%
